Screening data deposited in PubChem BioAssay by several laboratories.
HTR5A inv ag = HTR5A inverse agonism, opioid heterodimer counter-screen; hit rate 0.083% among 340,000; P47898; inhibition, % at 9.3 µM; HTR5A cell line, luminescence; in the data active = inhibition mostly above about 23%, no sharp cut-off; inactive = mostly below about 18%;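 note: 0% = cells with DMSO and 100% = no-cell wells with DMSO; some compounds called inactive have numbers as strong as hits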
Target sequence (P47898 whole entry, looked up): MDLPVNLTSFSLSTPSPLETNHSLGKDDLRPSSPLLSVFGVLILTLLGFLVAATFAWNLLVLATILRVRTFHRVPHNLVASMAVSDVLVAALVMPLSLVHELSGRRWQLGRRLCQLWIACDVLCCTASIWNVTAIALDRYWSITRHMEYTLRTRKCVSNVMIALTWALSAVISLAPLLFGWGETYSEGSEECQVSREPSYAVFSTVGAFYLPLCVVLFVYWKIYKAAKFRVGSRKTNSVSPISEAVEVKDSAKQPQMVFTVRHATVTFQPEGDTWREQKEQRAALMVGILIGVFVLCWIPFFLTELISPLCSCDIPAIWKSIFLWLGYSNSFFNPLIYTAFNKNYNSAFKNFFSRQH
PKA-R1A activ = activators of PKA-R1A complex; P00514+P68181; PKA-R1A dissociation, Cy5-IP20 fluorescence polarization; scaled: DMSO 0%, 113 µM cGMP 100%; activation, % at 11.4 µM; hit rate 0.083% among 340,000;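 active = percent activation above the mean of all tested compounds plus 3 SD, cut at about 19% in these data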;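 note: higher means more PKAc released from R1A so a rise in polarization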
E coli growth = bacterial growth inhibition, counter-screen for AddAB inhibitors; hit rate 0.27% among 330,000; inhibition, % at 11.9 µM; E. coli V3065 growth, OD600 absorbance, 18 h;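 active = inhibition above the campaign's mean inhibition across all tested compounds plus 3 SD, cut at about 9.9% in these data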;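 note: uninfected addAB+ strain grown without phage in ampicillin broth; 0% = DMSO wells and 100% = ciprofloxacin 0.95 µg/ml wells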
phage Ecoli inh = E. coli growth loss with phage present. growth absorbance. inhibition, % at 11.9 µM. hit rate 0.26% among 360,000. AID 651602; in the data active = inhibition above about 11%
HTR5A ag = activates human HTR5A in OPRM1-OPRD1 agonist counter-screen | activation, % at 9.3 µM | HTR5A agonist assay, luminescence, cell-based | hit rate 0.61% among 340,000; in the data active = activation mostly above about 9.5%, no sharp cut-off; inactive = mostly below about 7.6%;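 note: 0% = cells with vehicle only and 100% = reference agonist; strong numbers were not always called active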
Tat export inh = E. coli Tat transport inhibition | E. coli MC4100 TorA-mCherry Tat export, fluorescence | inhibition, % at 10 µM | hit rate 0.036% among 340,000;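 active = mean replicate inhibition at least 50% and at least half of replicates individually reaching 50%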;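 note: exported cargo escapes ClpAP degradation while cytoplasmic cargo is degraded and loses fluorescence; 0% = median of neutral control wells and 100% = median of NaSCN control wells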
PKA-R2B activ = activates the human PKA-R2B holoenzyme complex | activation, % at 11.4 µM | hit rate 0.079% among 340,000 | AID 504700 | PKA-R2B holoenzyme dissociation, Cy5-IP20 fluorescence polarization; R2B truncated from residue 108, S112A mutant; 0% DMSO only, 100% 113 µM cGMP | P22694+P31323;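 active = activation above a cutoff set at the mean over all compounds plus 3 SD, cut at about 18% in these data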;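 note: higher means more holoenzyme dissociation and a rise in polarization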
Target sequence (P31323 whole entry, looked up, other chains not shown, the tested form may be a part): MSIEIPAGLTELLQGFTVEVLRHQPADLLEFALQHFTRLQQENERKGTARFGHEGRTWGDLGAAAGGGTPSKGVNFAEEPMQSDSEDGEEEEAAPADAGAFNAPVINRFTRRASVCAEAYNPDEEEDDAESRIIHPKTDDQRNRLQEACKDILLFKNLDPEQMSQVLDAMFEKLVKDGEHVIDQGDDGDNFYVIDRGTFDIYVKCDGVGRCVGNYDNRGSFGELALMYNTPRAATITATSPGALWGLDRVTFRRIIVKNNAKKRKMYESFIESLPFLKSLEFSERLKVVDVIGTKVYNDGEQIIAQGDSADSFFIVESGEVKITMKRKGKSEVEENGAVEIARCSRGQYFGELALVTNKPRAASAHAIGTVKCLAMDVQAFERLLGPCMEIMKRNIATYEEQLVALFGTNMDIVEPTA
Mot1-301 SUMO = blocks SUMOylation pathway, rescuing yeast Mot1-301 growth. S. cerevisiae Mot1-301 growth rescue, ATP luminescence, 38.5C; percent above DMSO median, 100 means doubled. hit rate 1% among 320,000. AID 2716. growth rescue, % at 18.8 µM;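 active = every valid replicate shows activation above 250% relative to neutral control wells; inactive = the rest, any valid replicate at or below 250%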;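 note: OY570 slx delta 5 strain wells were the positive control but not used for scaling; some compounds called inactive have numbers as strong as hits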
AddAB inh = less growth of phage-infected E. coli with AddAB. E. coli expressing H. pylori AddAB, absorbance growth. hit rate 0.29% among 330,000. inhibition, % at 11.9 µM. AID 435030; in the data active = inhibition above about 12%;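 note: 0% = vehicle wells of infected cells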
DAGLB inhibitor = diacylglycerol lipase beta (human) inhibition. Q8NCG7. HEK293T DAGLB membrane lysate, EnzChek fluorogenic substrate. inhibition, % at 5.17 µM. hit rate 0.059% among 340,000. AID 504411; in the data active = inhibition above about 34%;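 note: 0% = enzyme with vehicle and 100% = wells lacking enzyme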
CDK5 inh = blocks human CDK5/p35 kinase activity. inhibition, % at 10 µM. AID 488839. hit rate 0.01% among 330,000. Q00535+Q15078. Recombinant CDK5/p35, ADP-Glo luminescence, 60 min;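 active = highest replicate inhibition of at least 50% and at least 75% of replicates reaching 50%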;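 note: plate controls were DMSO neutral control for no effect and GW8510 at 10 µM for full effect; many of its hits are not listed in these tables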
Numbers without * were called inactive; x = no result given.

SMILES	HTR5A inv ag	PKA-R1A activ	E coli growth	phage Ecoli inh	HTR5A ag	Tat export inh	PKA-R2B activ	Mot1-301 SUMO	AddAB inh	DAGLB inhibitor	CDK5 inh
CC1CCC(NC(=O)CSc2ccc(S(=O)(=O)N(C)C)cn2)CC1 (stereo unspecified)	0.2	3.7	2.8	1.8	-0.1	0.8	-4.4	5.7	2.4	3.3	-1.1
Cn1c(CCn2ccccc2=O)nc2cc(NC(=O)COc3ccccc3)ccc21	17.6	-0.5	0.3	1.1	-1.1	-7.4	3.3	-2.6	1.0	0.8	-0.9
CC(C)c1ccc(-c2nc(N3CCCC3)nc3n[nH]c(N)c23)cc1	-15.0	-10.2	-0.3	5.7	14.5	-5.3	-1.7	-20.2	2.8	-5.7	0.1
CC(C)N1C(=O)C(=O)N(CC(=O)N(C)c2ccccc2)C1=O	16.2	-3.7	0.2	0.9	1.7	0.8	1.4	8.2	-0.8	-2.0	-0.6
Cc1cccc(NC(=O)c2ccc(C(=O)c3ccccc3)cc2)n1	-10.2	-8.3	1.8	-0.4	7.8	-3.4	-3.5	-2.9	2.5	-3.4	-0.1
COc1ccc(Cl)cc1N(CC(=O)Nc1ccccc1SC)S(C)(=O)=O	3.2	-3.9	1.3	0.9	-1.2	-1.3	-3.8	101.5	0.4	-1.3	2.3
O=C(CSCC(=O)N1CCCCC1)Nc1nc(-c2cccs2)cs1	-43.1	-1.9	1.2	5.7	14.2	2.7	-0.1	9.8	-2.7	1.6	-1.3
COc1ccc(S(=O)(=O)N(C)C)cc1NC(=O)COC(=O)Cn1cnc2ccccc2c1=O	-0.4	-0.5	0.3	0.8	0.2	-4.0	-2.1	-0.1	1.9	0.4	-1.3
CC(C)c1ccc(NC(=S)N2CCCC(c3ccc(F)cc3)=N2)cc1	-22.8	-9.4	-0.6	3.8	10.6	-0.4	-1.4	-7.7	0.6	-19.1	0.4
C=CCN1C(=O)C(Cc2cccc(C)c2)SC1=Nc1ccc(C(=O)O)cc1 (stereo unspecified)	9.5	-6.4	-2.9	1.5	-2.9	-10.6	8.0	92.8	-1.0	2.7	-1.7
COc1ccc(NC(=O)c2ccccc2-c2ccccc2)cc1	8.6	-10.7	0.2	3.6	-3.0	-3.2	-9.0	1.7	2.5	-0.9	0.8
Cc1ccc(S(=O)(=O)NCCC(=O)Nc2nnc(C)s2)cc1	14.2	-3.9	0.0	1.3	-6.5	-6.5	-1.2	7.8	1.1	0.2	0.2
COc1ccc(CCN2C(=NC(=O)C(C)C)SC3CS(=O)(=O)CC32)cc1OC (stereo unspecified)	14.6	-0.1	0.7	0.1	0.1	8.8	11.9	7.4	1.8	0.8	-1.8
CCc1ccc(C(=O)COC(=O)c2cncc(Br)c2)cc1	7.8	2.7	0.3	6.8	-2.8	-0.9	6.7	11.8	3.3	-6.5	1.3
CC(C)CN(C(=O)COC(=O)CCc1c[nH]c2ccccc12)c1c(N)n(Cc2ccccc2)c(=O)[nH]c1=O	8.0	6.4	3.2	3.2	-3.2	-2.4	-0.9	343.7	-0.9	6.1	1.7
CCOC(=O)c1c(C)[nH]c(C(=O)OC/C(O)=C(\C#N)c2nc3ccccc3[nH]2)c1C	-18.6	-15.1	-2.2	x	9.9*	-0.6	-4.2	149.5	0.7	3.3	2.4
COc1cccc(/C=C/C(=O)OCCN2C(=O)c3ccccc3C2=O)c1	-1.2	-4.3	1.9	-1.9	0.3	3.5	-5.8	-10.5	2.8	-6.5	-0.2
CCOC(=O)CN(Cc1sccc1C)C(=O)Nc1ccc(OCC)cc1	-21.0	-7.1	0.4	2.6	-1.2	-5.3	-2.9	6.7	0.4	-2.7	-0.5
COc1ccc(S(=O)(=O)N2CCOCC2)cc1NC(=O)C1CC1	9.0	8.3	-0.5	2.1	-2.2	-10.9	-4.3	-25.3	-2.9	-1.7	1.1
Cc1ccc(S(=O)(=O)Nc2ccc(-c3csc(-c4ccccc4)n3)cc2)cc1	-18.0	-1.9	-0.9	0.5	0.3	-10.1	-12.2	3.2	1.6	-3.0	-0.2
C#CCSc1nnnn1-c1ccc(Br)c(C)c1	4.5	0.3	-2.2	2.1	-1.2	0.2	-3.2	15.3	1.4	-1.2	1.0
N#Cc1ccc(C(=O)OCC(=O)Nc2ccc(S(N)(=O)=O)cc2)cc1	-14.3	-2.4	0.9	4.0	4.5	-6.2	-5.3	-20.9	-0.1	0.6	-2.5
O=C(NCCC1=CCCCC1)c1cnsn1	8.0	6.5	0.2	2.0	-4.5	0.6	-4.6	1.4	1.4	-2.9	1.5
CCCCn1c(N)c(N(CCOC)C(=O)c2ccc(-c3ccc(C(C)=O)cc3)o2)c(=O)[nH]c1=O	-36.0	1.2	-1.1	2.6	9.5	-3.4	9.8	-13.9	1.0	0.6	-5.5
Cc1ccc2nc(-c3ccccn3)cc(C(=O)Nc3ccc4c(c3)OCO4)c2c1	1.9	-7.3	-1.7	4.7	-0.7	9.4	-11.0	9.6	-1.4	0.2	-0.7
C=CC[C@H](CC(=O)NCCO)C(=O)N[C@H](COC(=O)[C@H](CC=C)CC(=O)OC(C)(C)C)Cc1c[nH]c2ccccc12	-22.0	0.8	-2.7	1.2	6.0	2.1	2.0	-5.5	1.5	-1.2	-3.6
COCCn1c(SCC(=O)Nc2ccc(NC(C)=O)cc2)nc2c([nH]c3ccccc32)c1=O	-18.8	-1.1	-1.7	0.5	7.8	-1.2	-8.4	16.0	0.4	3.9	1.7
O=C(O)c1ccccc1C(=O)NNc1ccc(F)cc1F	1.9	1.0	1.9	1.1	-0.7	-8.4	1.2	35.4	-1.4	0.0	0.3
O=C(Nc1ccc(-c2nc3ccccc3[nH]2)cc1)C1CCCO1 (stereo unspecified)	4.0	-6.5	-1.6	-0.3	7.2	-0.5	0.1	-34.7	1.1	1.0	4.3
Cc1noc(NS(=O)(=O)c2ccc(NC(=O)c3cnc4n(c3=O)CCS4)cc2)c1C	-37.0	5.4	-1.8	0.9	4.4	27.2	0.7	5.3	0.3	2.4	-3.8
Cc1cc(NC(=O)CN2C(=O)/C(=C/c3ccccc3F)SC2=S)no1	-19.0	0.0	-1.4	-3.4	-1.7	2.3	4.1	-11.0	1.8	-0.7	-2.9
CC(=O)Nc1ccc(NC(=O)C(Cc2ccccc2)NC(=O)C2CCCCC2)cc1 (stereo unspecified)	0.4	-5.9	0.3	3.1	7.0	-5.1	1.4	-20.4	0.6	3.5	-8.3
Cc1ccccc1-c1nn(-c2ccc(F)cc2F)cc1CNCCCO	-4.1	3.1	-0.2	1.2	0.1	11.2	0.6	-4.6	-1.6	-1.5	0.3
CCOc1ccc(Oc2ccc(S(=O)(=O)N3CCOCC3)cc2N)cc1	-24.5	-0.6	-0.6	2.0	-0.8	2.8	-0.7	x	-1.5	-3.4	0.9
CCCC(=O)N(c1ccc(F)cc1)C1C=CS(=O)(=O)C1 (stereo unspecified)	2.5	0.3	0.5	0.4	-2.6	2.6	-7.1	3.9	0.4	-1.7	-0.2
Cc1cc(C)nc(NC(=S)Nc2ccc(F)cc2F)c1	-13.0	-9.9	0.6	2.7	0.1	6.6	6.3	-7.5	4.5	-0.8	-2.0
O=C(NCc1ccc2c(c1)OCO2)C12CN(Cc3ccccc3)CC1C(c1cccc([N+](=O)[O-])c1)=NO2 (stereo unspecified)	-11.8	2.4	-2.1	-0.9	0.1	2.8	-14.1	12.6	0.3	-0.7	-1.0
CCCCN(C(=O)C1CSC2(C)CCC(=O)N12)c1c(N)n(Cc2ccccc2)c(=O)[nH]c1=O (stereo unspecified)	13.3	5.6	x	2.5	1.8	-1.8	-8.9	x	x	1.4	-5.3
O=C(Nc1ccc(Cl)cc1)C1CC=CCC1C(=O)OCC(F)(F)C(F)F (stereo unspecified)	-4.2	2.5	-4.4	3.4	-4.2	-3.9	-6.6	12.4	1.3	-1.0	-1.8
CC1(C)CC(=O)C/C(=N\NC(=O)C2CC23CCC3)C1 (stereo unspecified)	-12.8	-7.2	2.8	0.0	4.5	25.3	-1.7	229.7	5.1	-0.6	-2.4
O=S(=O)(Nc1ccc(Cl)cc1)c1ccc(N2CCOCC2)c(NC(=S)NCCN2CCOCC2)c1	-8.1	-2.4	-0.4	0.6	3.0	-1.5	0.1	0.9	-2.5	0.0	3.3
N=c1c2c(n(Cc3ccc(Br)cc3)c3c1CCC3)CCCC2	-3.9	7.5	-1.5	3.6	0.7	1.2	1.6	-25.4	-0.8	0.8	0.3
O=C(Nc1cccc(S(=O)(=O)N2CCCC2)c1)c1cccnc1	2.5	-2.2	1.4	2.1	-1.1	-8.3	2.4	-7.3	-0.9	2.8	-0.4
O=C(c1ccco1)N1CCN(C(=O)c2ccc(Cn3cc(Br)cn3)o2)CC1	-10.0	-0.7	0.0	-1.2	2.8	-2.1	-2.1	4.5	-1.0	1.0	0.6
Cc1ccc2c(CN3CCC(C(N)=O)CC3)cc(=O)oc2c1C	-10.3	2.5	-0.9	0.7	3.6	-2.4	-7.2	39.1	3.9	-0.1	-0.7
CN(C)S(=O)(=O)c1cccc(NC(=S)N/N=C/C2CC=CCC2)c1 (stereo unspecified)	12.7	3.0	1.3	0.7	-2.7	-1.1	2.3	x	-2.8	-1.8	0.0
O=c1[nH]c(CN2CCN(S(=O)(=O)c3ccccc3C(F)(F)F)CC2)nc2sc3c(c12)CCCC3	-20.9	-6.7	1.4	1.5	-3.3	4.6	3.6	337.1	3.4	0.6	1.4
COc1ccc(S(=O)(=O)N2CCN(c3ccccn3)CC2)cc1[N+](=O)[O-]	-15.7	-0.3	3.0	3.8	5.3	-3.1	-15.1	-13.9	0.4	1.5	-2.4
CCc1nnc(NC(=O)c2cc(C)nc3ccccc23)s1	14.6	-4.5	0.8	0.3	1.1	-2.0	-11.2	-12.1	-1.1	-0.3	1.0
N=C(N)SCCc1cccc(CCSC(=N)N)c1	4.2	-1.5	-0.6	5.9	3.4	-5.4	0.0	-1.4	0.9	2.1	0.6
Cc1ccc(C)c(C(=O)c2ccccc2NC(=O)c2ccccn2)c1	-7.7	-6.3	-1.2	1.8	2.1	6.6	-3.5	-13.5	5.0	-24.8	0.8
COC(=O)c1cc2sc(Cl)cc2n1CC(=O)Nc1cccc(SC)c1	-0.1	-7.1	-0.7	0.2	0.1	1.2	-13.7	0.7	-2.7	-6.0	0.8
O=C1SCCC1NC(=O)C(c1ccccc1)c1ccccc1 (stereo unspecified)	x	x	0.4	-2.5	x	-5.5	x	-4.5	3.2	x	0.7
COc1ccc(CN(Cc2ccc(C(=O)O)cc2)C(=S)Nc2ccccc2C)cc1OC	9.6	-1.8	0.1	1.6	-3.5	-18.4	-8.9	-1.3	0.9	1.0	-0.6
